Rab2A wt mod – changes GTP binding to wildtype dog Rab2A, up or down; P61105; GST-Rab2 wt beads, Bodipy-GTP binding, flow cytometry; GTP binding activity, % at 10 µM; 190,000 compounds, 0.19% hits; AID 760;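 active means GTP binding activity at least 20 points away from 100%, either lowered or raised; inconclusive means signal likely due to the compound's own green fluorescence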;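 further: 0% = beads with excess unlabeled GTP and 100% = no-compound control corrected for plate trend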
Bim-Mcl-1 – inhibitors of Bim-Mcl-1 interaction, human; Q07820; Bead-based flow cytometry, Bim peptide-Mcl-1 binding; inhibition, % at 10 µM; 190,000 compounds, 0.1% hits; in the data active means inhibition above about 40%;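 further: 0% = no compound tracer wells and 100% = peptide blocker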
Target sequence (Q07820 whole entry, looked up): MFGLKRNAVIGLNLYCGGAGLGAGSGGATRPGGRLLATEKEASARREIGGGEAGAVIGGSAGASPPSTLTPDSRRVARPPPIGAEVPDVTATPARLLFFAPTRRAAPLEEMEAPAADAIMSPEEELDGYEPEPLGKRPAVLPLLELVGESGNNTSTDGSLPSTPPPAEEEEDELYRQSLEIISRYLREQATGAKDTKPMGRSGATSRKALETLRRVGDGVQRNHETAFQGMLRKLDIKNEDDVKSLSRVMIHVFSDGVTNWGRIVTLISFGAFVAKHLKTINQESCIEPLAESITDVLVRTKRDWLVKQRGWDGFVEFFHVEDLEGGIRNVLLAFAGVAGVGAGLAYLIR
Cdc42 wt – modulators (inhibitors or activators) of GTP binding to human Cdc42 wildtype | P60953 | GST-Cdc42 beads, Bodipy-GTP binding, flow cytometry; actives lie on both sides | 190,000 compounds, 0.2% hits | AID 761 | percent activity (GTP binding), % at 10 µM;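 active means percent activity GTP binding at least 20 points away from the 100% baseline, either down as inhibitor or up as activator; inconclusive means compound flagged as likely green fluorescent from well-wide comparison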;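 further: median bead fluorescence of bound Bodipy-FL-GTP at 100 nM; 0% = excess unlabeled GTP control and 100% = no compound control; below 100% means less GTP binding so inhibitor and above means activator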
Target sequence (P60953 whole entry, looked up): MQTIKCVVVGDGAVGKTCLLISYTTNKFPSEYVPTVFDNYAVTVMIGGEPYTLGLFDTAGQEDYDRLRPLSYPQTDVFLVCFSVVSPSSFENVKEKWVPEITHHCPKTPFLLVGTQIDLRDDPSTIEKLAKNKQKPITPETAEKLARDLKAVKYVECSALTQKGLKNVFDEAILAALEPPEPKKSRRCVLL
Rac1 mut GTP – alters GTP binding to activated mutant human Rac1; percent activity (GTP binding), % at 10 µM; GST-Rac1 activated beads, fluorescent GTP binding, flow cytometry; actives lie on both sides; 100% means binding = to untreated wells; 190,000 compounds, 0.11% hits; P63000;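 active means GTP binding at least 20 percentage points away from the 100% baseline, in either direction, so actives lie on both sides; inconclusive means Compound likely fluorescent itself, or too few beads counted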
Mcl1 Noxa PPI – disrupts binding of human Mcl-1 to Noxa peptide. TR-FRET Mcl-1/Noxa peptide binding, 2 h. inhibition, % at 21.7 µM. AID 1022. 220,000 compounds, 1.5% hits. Q07820;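 active means compounds that cut the protein-peptide binding signal by more than 50% relative to plate controls in a single-dose test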;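 further: His-tagged Mcl-1 with rhodamine Noxa BH3 peptide and terbium anti-His antibody; 0% = Mcl-1 plus Noxa peptide wells and 100% = peptide-only wells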
Rac1 wt GTP bind – modulators of human Rac1 wildtype GTP binding; P63000; GST-Rac1 beads, fluorescent GTP binding, flow cytometry; actives lie on both sides; 0 = cold GTP competed, 100 = untreated; GTP binding activity (% of control), % at 10 µM; 190,000 compounds, 0.27% hits;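 active means GTP binding activity at least 20 points away from the 100% control level, either lower or higher; inconclusive means compound flagged as likely green fluorescent, judged across all proteins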
HRas wt GTP bind – human HRas wildtype GTP binding, change in either direction | P01112 | GST-Ras wt beads, Bodipy-FL-GTP binding, flow cytometry; actives lie on both sides | GTP binding activity, % at 10 µM | 190,000 compounds, 0.14% hits;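 active means GTP binding activity at least 20% away from the 100% baseline, either lowered as inhibitor or raised as activator; inconclusive means flagged as likely green fluorescent, judged across all proteins in the well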;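 further: 0% = unlabeled GTP competition control and 100% = no-compound control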
Target sequence (P01112 whole entry, looked up): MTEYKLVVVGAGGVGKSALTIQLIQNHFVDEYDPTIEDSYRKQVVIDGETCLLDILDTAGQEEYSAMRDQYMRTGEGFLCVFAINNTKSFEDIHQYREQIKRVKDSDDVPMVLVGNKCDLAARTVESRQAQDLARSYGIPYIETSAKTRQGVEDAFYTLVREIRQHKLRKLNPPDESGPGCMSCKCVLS
Avidin bead fluor – compound fluoresces at 488/530 nm on avidin beads; compound fluorescence 488/530 nm, flow cytometry; active compounds read high; fluorescence (KMESF) at 10 µM; 220,000 compounds, 0.38% hits; AID 1775; in the data active means fluorescence above about 47; further: inactives centre near 10
Mcl1-Bid inh – Mcl-1/Bid interaction inhibition; Q07820; TR-FRET Mcl-1/Bid-Dy647 peptide binding, 1536-well; inhibition, % at 21.7 µM; 220,000 compounds, 0.97% hits; AID 1021;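 active means compounds that cut the binding signal by more than half at the single screening dose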;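 further: His-tagged Mcl-1 with europium anti-His antibody binding Bid BH3 peptide; 0% = Mcl-1 plus peptide wells and 100% = peptide-only wells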
Rab7 wt modul – alters GTP binding to wildtype dog Rab7. GST-Rab7 beads, fluorescent GTP binding, flow cytometry; actives lie on both sides; untreated = 100%, excess cold GTP = 0%. GTP binding activity (percent of control), % at 10 µM. 190,000 compounds, 0.055% hits;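 active means fluorescent GTP binding to Rab7 beads changed by at least 20 points from the 100% baseline, either direction, mostly lower; inconclusive means compound itself probably fluorescent, or too few beads counted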;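 further: median green fluorescence of bound Bodipy-FL-GTP per Rab7 bead population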
Pf gamet viab – kills late stage P. falciparum gametocytes | P. falciparum stage V gametocytes, ATP luminescence, 24 h | inhibition, % at 10.9 µM | 150,000 compounds, 0.065% hits;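 active means inhibition above the mean plus 3 SD of compounds within the control limits, set per campaign, cut at about 38% in these data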;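 further: 0% = DMSO wells and 100% = medium only without gametocytes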
Numbers without * were called inactive; ? = inconclusive; nt = not tested or not shown.

SMILES	Rab2A wt mod	Bim-Mcl-1	Cdc42 wt	Rac1 mut GTP	Mcl1 Noxa PPI	Rac1 wt GTP bind	HRas wt GTP bind	Avidin bead fluor	Mcl1-Bid inh	Rab7 wt modul	Pf gamet viab
COc1ccc(C(=O)CN2C(=O)c3ccccc3C2=O)c(OC)c1C	?	-3	?	?	nt	?	?	10	4	?	nt
CCSC(=Nc1ccccc1)C1=C(O)COC1=O	101	-1	104	100	9	105	102	34	-3	102	nt
c1ccc(CCSc2nccn2-c2ccccc2)cc1	98	0	101	94	-11	103	102	8	-31	103	10
S=C(Nc1ccccc1)Nc1nc2ccccc2n1CCOc1ccccc1	106	-4	105	101	-105	103	106	9	-99	104	12
O=C(CCCN1C(=O)c2ccccc2C1=O)Nc1ccc(S(=O)(=O)N2CCCCC2)cc1	99	0	100	100	12	107	101	7	-4	102	nt
COc1ccc(NS(=O)(=O)c2cc(NC(=O)c3cnccn3)ccc2N2CCCC2)cc1	99	-2	97	100	-5	102	101	1	-53	101	-6
CCOC(=O)N1CCN(S(=O)(=O)c2ccc(C(=O)NNc3nc4c(C)cc(C)cc4s3)cc2)CC1	97	0	95	97	-59	103	96	4	-23	93	nt
CCn1cnc2cc(NCc3cccs3)ccc21	99	-1	98	95	17	98	98	11	-25	96	-19
CCOC(=O)N1CCN(C(=O)CSCc2ccccc2Cl)CC1	100	-4	99	101	11	102	99	4	-7	98	-41
CNC(=O)c1ccc(Nc2nnc(C)c3ccccc23)cc1	91	-10	95	92	6	88	92	6	-4	97	nt
Cc1ccccc1C(=O)Nc1ccccn1	101	-2	97	96	0	104	98	13	7	101	nt
Cc1nn(-c2ccccn2)c2nc(-c3cccs3)cc(C(=O)N3CCOCC3)c12	101	-2	102	98	3	99	101	6	10	99	-16
O=C(Nc1ccccc1-c1ccccc1)c1cc(C(F)(F)F)cc(C(F)(F)F)c1	99	-2	99	97	-6	101	100	7	-36	103	nt
CCn1c(SCC(=O)N2CCOCC2)nc2sc3c(c2c1=O)CCCC3	99	-2	101	100	10	105	100	10	26	101	-5
COc1ccc(CNc2cc(NCCCO)c([N+](=O)[O-])c3nonc23)cc1	96	0	96	95	25	99	99	10	-7	102	-13
COc1ccc(NC(=S)NCc2ccc(S(N)(=O)=O)cc2)c(OC)c1	100	-2	104	96	25	104	99	7	-15	100	-4
Cc1ccc(N2CCN(CC3CC=CCC3)CC2)cc1 (centres undefined)	98	-3	99	99	36	102	99	5	-1	97	10
COc1ccccc1NC(=O)CN1C(=O)CSC(C)C1=O (centres undefined)	100	-1	103	99	16	105	98	18	-25	103	-8
CCOC(=O)c1cnc2ccc(C)cc2c1Nc1ccc(N2CCOCC2)cc1	98	-4	100	98	30	104	101	11	12	102	nt
Cc1nc2ccc(-c3ccccc3)cc2o1	97	-1	100	98	-14	99	98	6	-4	98	6
C/C(=N\NS(=O)(=O)c1ccccc1)c1ccc2c(c1)OCO2	98	0	93	94	11	98	95	21	-37	101	nt
CCOc1ccccc1N(CC(=O)NC1CCCCC1)C(=O)CCCC(=O)Nc1ccccn1	99	0	101	98	-2	109	100	31	-15	94	nt
O=C(COc1ccccc1)N1CCN(C(=O)Cc2ccccc2)CC1	95	-1	96	92	5	95	97	19	-18	93	13
CC(=O)Nc1nc(CCN2C(=O)c3ccccc3C2=O)cs1	91	-2	92	89	6	91	90	19	-16	97	-30
COc1ccc(/C=C2\N=C(SC)N(c3ccccc3OC)C2=O)cc1	96	-2	100	99	19	103	99	12	-25	97	11

Some of these compounds in order of molecular weight, smallest number first.
SMILES	Rab2A wt mod	Bim-Mcl-1	Cdc42 wt	Rac1 mut GTP	Mcl1 Noxa PPI	Rac1 wt GTP bind	HRas wt GTP bind	Avidin bead fluor	Mcl1-Bid inh	Rab7 wt modul	Pf gamet viab
CCn1cnc2cc(NCc3cccs3)ccc21	99	-1	98	95	17	98	98	11	-25	96	-19
c1ccc(CCSc2nccn2-c2ccccc2)cc1	98	0	101	94	-11	103	102	8	-31	103	10
COc1ccccc1NC(=O)CN1C(=O)CSC(C)C1=O (centres undefined)	100	-1	103	99	16	105	98	18	-25	103	-8
CC(=O)Nc1nc(CCN2C(=O)c3ccccc3C2=O)cs1	91	-2	92	89	6	91	90	19	-16	97	-30
C/C(=N\NS(=O)(=O)c1ccccc1)c1ccc2c(c1)OCO2	98	0	93	94	11	98	95	21	-37	101	nt
COc1ccc(/C=C2\N=C(SC)N(c3ccccc3OC)C2=O)cc1	96	-2	100	99	19	103	99	12	-25	97	11
COc1ccc(CNc2cc(NCCCO)c([N+](=O)[O-])c3nonc23)cc1	96	0	96	95	25	99	99	10	-7	102	-13
CCOC(=O)c1cnc2ccc(C)cc2c1Nc1ccc(N2CCOCC2)cc1	98	-4	100	98	30	104	101	11	12	102	nt
COc1ccc(NS(=O)(=O)c2cc(NC(=O)c3cnccn3)ccc2N2CCCC2)cc1	99	-2	97	100	-5	102	101	1	-53	101	-6
CCOc1ccccc1N(CC(=O)NC1CCCCC1)C(=O)CCCC(=O)Nc1ccccn1	99	0	101	98	-2	109	100	31	-15	94	nt

The list continues:
SMILES	Rab2A wt mod	Bim-Mcl-1	Cdc42 wt	Rac1 mut GTP	Mcl1 Noxa PPI	Rac1 wt GTP bind	HRas wt GTP bind	Avidin bead fluor	Mcl1-Bid inh	Rab7 wt modul	Pf gamet viab
Brc1ccc(-c2csc(N3CCc4ccccc4C3)n2)cc1	90	0	89	90	-4	91	92	5	-69	96	nt
COC(=O)c1ccc(S(=O)(=O)NNC(=O)COc2ccc(C)cc2)cc1	98	0	101	97	10	101	98	4	-34	100	nt
CCn1c(-c2ccc(C)cc2)nn(CC(=O)NCCc2ccccc2)c1=S	98	-3	102	100	-2	105	100	13	-29	99	-10
COc1ccccc1N1CCN(C(=O)c2cc(N3C(=O)C4C5CCC(C5)C4C3=O)ccc2Cl)CC1 (centres undefined)	102	-5	99	101	12	103	100	12	-37	96	-15
COc1ccc(-n2c(-c3ccc(F)cc3)cnc2SCC(=O)NCc2ccco2)cc1	103	-5	103	101	14	102	102	13	-14	98	nt
COc1ccc(/C=C2\SC(=S)N(CC(=O)Nc3nnc(C)s3)C2=O)cc1	97	0	97	96	13	103	96	5	-14	96	nt
COc1cccc(C2CC(c3cccs3)=NN2C(=O)CSc2nc3c(cnn3-c3ccc(F)cc3)c(=O)[nH]2)c1OC (centres undefined)	96	-3	98	96	-34	100	96	6	9	97	nt
CC(=O)c1ccc(OCCN2CCOCC2)cc1	97	0	99	96	47	101	97	26	41	99	-1
COC(=O)c1c(NC(=S)Nc2ccc(C(=O)N3CCOCC3)cc2)sc2c1CCC2	92	-2	92	94	5	97	93	9	-40	95	nt
Cn1c(=O)oc2cc(S(=O)(=O)NCCc3ccccc3)ccc21	100	-2	100	98	5	103	100	41	-3	103	nt
O=C(Nc1ccc(NC(=O)C2CC2)nc1)c1cccnc1	96	-2	99	99	-17	102	99	4	-13	95	0
CSCc1cc(N2CCCC2)nc(-c2ccccc2)n1	96	-1	96	94	-1	94	99	24	-28	104	nt
CC(=O)Nc1ccc(OCC(O)CNC2CCCC2)cc1 (centres undefined)	99	0	101	98	3	99	100	11	-39	101	nt
O=C(Nn1cnc2ccccc2c1=O)c1ccccc1	95	-1	97	97	7	96	96	12	-15	100	-18
COc1ccc(-c2nnc(NC(=O)c3ccc(S(=O)(=O)N4CCCc5ccccc54)cc3)o2)cc1	95	-2	98	98	-31	97	98	26	6	92	nt
CCn1ccnc1CN1CCCC(CO)(Cc2cccc(OC)c2)C1 (centres undefined)	99	0	98	96	6	102	99	9	-27	106	1
O=C(Nc1cccc(-c2cn3ccccc3n2)c1)c1cnccn1	99	-6	102	100	-4	102	99	33	-25	98	nt
O=C(CCC(=O)OCC(=O)c1cccc([N+](=O)[O-])c1)Nc1cccc(Cl)c1Cl	104	0	106	101	-2	104	103	10	-22	96	-2
COC(=O)CSc1nc(NCC(C)C)nc(N2CCOCC2)n1	98	-6	100	98	nt	100	98	11	-35	99	21
Cc1ccc(-c2csc(N(CCCN3CCOCC3)C(=O)c3ccco3)n2)cc1	99	2	99	98	10	98	100	12	-30	100	nt
CC(=O)Nc1cccc(-c2cn3ccccc3n2)c1	101	0	99	97	14	99	102	10	-16	102	12
Cc1cc(C)n(C(=O)CCCC(=O)n2nc(C)cc2C)n1	97	-2	97	99	-18	107	99	11	-106	97	nt
COC(=O)c1ccc(NC(=O)CN2CCOCC2)cc1	102	0	102	98	-10	105	101	30	-5	101	nt
O=S(=O)(c1ccc(Cl)cc1)N1CCN(c2ncccn2)CC1	98	-3	96	96	0	95	97	8	-45	105	2
COc1cc2ccccc2cc1C(=O)NC(=S)Nc1cc(C(=O)O)ccc1C	88	4	88	88	26	81	86	17	-34	89	-1

More compounds follow.
SMILES	Rab2A wt mod	Bim-Mcl-1	Cdc42 wt	Rac1 mut GTP	Mcl1 Noxa PPI	Rac1 wt GTP bind	HRas wt GTP bind	Avidin bead fluor	Mcl1-Bid inh	Rab7 wt modul	Pf gamet viab
Cn1nnnc1SCCNCc1ccncc1	104	1	100	96	20	101	103	14	36	104	14
O=C(O)CCCC(=O)Nc1ccccc1C(=O)N1CCCC1	98	-4	102	98	0	105	101	13	13	100	1
Cc1cc(Cl)c(S(=O)(=O)N2CC(C)OC(C)C2)cc1OCC(N)=O (centres undefined)	104	-1	103	98	-1	106	103	4	-1	103	nt
Cc1[nH]nc(-c2ccc(OCc3cnn(-c4ccccc4)c3)cc2O)c1Oc1ccc(Cl)cc1	99	-3	97	96	0	97	101	16	-13	99	6
COCCN1C(=O)c2ccccc2C(C(=O)NCCCN2CCCC2=O)C1c1c[nH]c2ccccc12 (centres undefined)	100	0	101	100	1	103	99	31	-20	100	-11
CCCn1c(Nc2nc3ccccc3n2C)nc2ccccc21	94	-4	97	94	-112	95	98	16	-46	100	16
Cc1cc(O)ccc1N1C(=O)c2cccc3cc([N+](=O)[O-])cc(c23)C1=O	100	-3	97	97	35	102	100	22	-5	106	1

Source: PubChem BioAssay (several laboratories)
